DT40 TDP1 no CPT – qHTS for Inhibitors of human tyrosyl-DNA phosphodiesterase 1 (TDP1): qHTS in cells in absence of CPT | DT40 Tdp1-/- hTDP1 cells, no CPT, ATP luminescence, 48 h | hit rate 15% among 420,000 | AID 686978, 2013 | Potency, µM (doses to about 46.2 µM), without a hit: top-dose activity change, negative = growth inhibition, actives largely listed as inhibitors; also: nearly all actives have a fitted effect of over 55% in size
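Readout: luminescence from CellTiter-Glo after 30 min in the dark at RT. Cells: DT40 Tdp1-/- with stable hTDP1, 400/well. Exposure: compounds alone, ≥48 hr, 37 °C.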
DT40 TDP1 CPT – growth inhibition of DT40 Tdp1-/-;hTDP1 cells with camptothecin (screen for TDP1 inhibitors); hit rate 12% among 420,000; Potency, µM (highest dose often 46.2 µM), without a hit: at the top dose activity change, negative = growth inhibition, actives largely listed as inhibitors; chicken DT40 Tdp1-/-;hTDP1 cells + 20 nM CPT, ATP luminescence, 48 h; also: nearly all actives have a fitted effect of over 55% in size
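Cell growth measured by CellTiter-Glo luminescence after a minimum 48 h, 37 C compound exposure with 20 nM CPT in Tdp1-knockout DT40 cells stably expressing hTDP1, seeded 400/well; qHTS titration format.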
TDP1 block – TDP1 (human) enzyme inhibition. Q9NUW8. recombinant TDP1, AlphaScreen DNA substrate cleavage. Potency, µM (top dose mostly 130 µM), for inactives: at the top dose activity change, negative = inhibition, hits mostly inhibitors. hit rate 0.28% among 350,000. AID 485290; also: nearly all actives have a fitted effect of over 40% in size
Target sequence (Q9NUW8 whole entry, looked up): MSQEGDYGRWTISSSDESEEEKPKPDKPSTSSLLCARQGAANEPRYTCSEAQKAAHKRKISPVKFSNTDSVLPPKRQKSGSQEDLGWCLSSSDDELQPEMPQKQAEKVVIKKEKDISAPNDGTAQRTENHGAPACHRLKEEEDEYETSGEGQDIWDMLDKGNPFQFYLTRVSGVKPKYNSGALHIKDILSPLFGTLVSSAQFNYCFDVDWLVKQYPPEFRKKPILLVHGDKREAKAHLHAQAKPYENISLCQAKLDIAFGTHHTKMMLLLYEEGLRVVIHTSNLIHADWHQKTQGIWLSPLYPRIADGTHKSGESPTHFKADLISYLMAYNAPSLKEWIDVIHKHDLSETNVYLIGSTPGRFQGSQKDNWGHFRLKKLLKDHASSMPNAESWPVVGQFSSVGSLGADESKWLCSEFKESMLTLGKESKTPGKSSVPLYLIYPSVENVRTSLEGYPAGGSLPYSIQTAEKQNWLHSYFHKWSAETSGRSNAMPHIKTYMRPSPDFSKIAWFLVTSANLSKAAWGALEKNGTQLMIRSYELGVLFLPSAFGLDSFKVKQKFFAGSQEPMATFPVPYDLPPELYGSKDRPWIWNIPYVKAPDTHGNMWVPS
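Signal: AlphaScreen proximity between streptavidin donor and anti-FITC acceptor beads on intact substrate. Reaction: Tdp1 1 nM, substrate 15 nM final, 5 min RT after 15 min compound preincubation.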
The depositor's hits bear a star; ? = inconclusive; · = no result given; [ ] = another dose, or the depositor's remark. Calls follow the shape of the dose curve; as a rule, active = well fitted curve in the direction sought with a large enough effect; inconclusive = small, poorly fitted or top-dose-only effect, or another doubt; inactive = no such curve, though single readings can be large; an effect the other way counts as inactive or inconclusive. % is scaled to controls: 0 for no effect and ±100 for the full control effect; potency is read from the fitted curve at half-maximal effect.

Start of the listing, in advance, seven compounds:
SMILES | DT40 TDP1 no CPT | DT40 TDP1 CPT | TDP1 block
C[C@H](NC(=O)N1CCn2c1nc1ccccc12)C(=O)NC1CC1 | 15.9% | 0.0% | 1.2%
COC(=O)c1ccc(/C=N/NC(=O)c2ccc3nc[nH]c3c2)cc1 | -21.9% | -0.8% | ·
CC1=C(C(=O)N(C)C)CC(CC(=O)NCCCCc2ccccc2)C(=O)N1Cc1ccccc1 (stereo not drawn) | ? | ? | ·
BrC(=C\c1ccccc1)/C=N/Nc1ccc2nncn2n1 | ? | ? | -3.9%
CCOC(=O)CC(=O)CSc1nc2ccsc2c(=O)n1Cc1ccccc1 | ? | ? | 6.4%
COCCNc1nc(N)c([N+](=O)[O-])c(NCc2ccccc2)n1 | ? | ? | ·
COc1cc2[nH]c(=S)nc(NCc3ccccc3)c2cc1OC | -19.8% | -22.8% | ·

All compounds of this part, previewed entries included:
SMILES | DT40 TDP1 no CPT | DT40 TDP1 CPT | TDP1 block
C[C@H](NC(=O)N1CCn2c1nc1ccccc12)C(=O)NC1CC1 | 15.9% | 0.0% | 1.2%
COC(=O)c1ccc(/C=N/NC(=O)c2ccc3nc[nH]c3c2)cc1 | -21.9% | -0.8% | ·
CC1=C(C(=O)N(C)C)CC(CC(=O)NCCCCc2ccccc2)C(=O)N1Cc1ccccc1 (stereo not drawn) | ? | ? | ·
BrC(=C\c1ccccc1)/C=N/Nc1ccc2nncn2n1 | ? | ? | -3.9%
CCOC(=O)CC(=O)CSc1nc2ccsc2c(=O)n1Cc1ccccc1 | ? | ? | 6.4%
COCCNc1nc(N)c([N+](=O)[O-])c(NCc2ccccc2)n1 | ? | ? | ·
COc1cc2[nH]c(=S)nc(NCc3ccccc3)c2cc1OC | -19.8% | -22.8% | ·
NC(=O)c1c(NC(=O)CS(=O)(=O)c2ccc(Cl)cc2)sc2c1CCCC2 | ? | ? | 7.8%
O=C1NC[C@@H](CCCCN2C[C@H](Cc3ccc(O)cc3)N(CCc3ccccc3)C(=O)C2=O)N(CC2CCCCC2)C1=O | 1.4% | -0.8% | ·
O=C(O)CCc1ccc(-c2ccccc2)n1-c1cccc(C(=O)O)c1 | -13.2% | 6.5% | ·
COc1ccc(-c2cn[nH]c2C)cc1OC | -15.4% | -4.4% | 1.2%
Cc1nc2scc(C)n2c(=O)c1S(=O)(=O)Nc1ccc(N2CCN(S(C)(=O)=O)CC2)cc1 | 18.4µM* | 23.1µM* | 0.6%
CCNC(=S)NS(=O)(=O)c1ccc(F)cc1 | 8.5% | 11.1% | 1.2%
O=C(NC1CCCCC1)C(c1ccccc1)N1CCOCC1 (stereo not drawn) | -24.4% | 4.3% | -2.9%
CN(C(=O)COC(=O)c1nc(Cl)c(Cl)c(Cl)c1Cl)C1CCS(=O)(=O)C1 (stereo not drawn) | 20.6µM* | 20.6µM* | 5.5%
Cc1cc2nc(N)sc2cc1[N+](=O)[O-] | ? | -13.6% | 7.7%
Cc1ccc(NS(=O)(=O)c2ccc3[nH]c4c(c3c2)CCCC4)cc1N(C)C | ? | ? | 11.2%
Cc1ccc2scc(N3CCN(c4ccccc4)CC3)c(=O)c2c1 | ? | ? | 10.1%
CCOc1c(Br)cc(C(N)=O)cc1OCc1ccccc1 | -20.7% | 16.2% | -2.6%
Cc1ccc(S(=O)(=O)N(C)S(=O)(=O)c2ccc(C)cc2)cc1 | -32.0% | -22.4% | -11.4%

3 structures out of the list, ordered by formula weight, low to high.
SMILES | DT40 TDP1 no CPT | DT40 TDP1 CPT | TDP1 block
CCNC(=S)NS(=O)(=O)c1ccc(F)cc1 | 8.5% | 11.1% | 1.2%
Cc1ccc(S(=O)(=O)N(C)S(=O)(=O)c2ccc(C)cc2)cc1 | -32.0% | -22.4% | -11.4%
NC(=O)c1c(NC(=O)CS(=O)(=O)c2ccc(Cl)cc2)sc2c1CCCC2 | ? | ? | 7.8%

Going on with the list:
SMILES | DT40 TDP1 no CPT | DT40 TDP1 CPT | TDP1 block
CC(Sc1ccccc1)C(=O)N/N=C/c1ccccc1 (stereo not drawn) | ? | 4.3% | ·
CC(=O)c1cccc(S(=O)(=O)NCCC(=O)O)c1 | 9.9% | 38.3% | -2.5%
O=C(Nc1cc(S(=O)(=O)N2CCOCC2)ccc1N1CCOCC1)c1cccc(S(=O)(=O)N2CCCCC2)c1 | -2.2% | -23.9% | 1.2%
Clc1ccc2nc(Nc3ccccc3Cl)nc(-c3ccccc3)c2c1 | -18.6% | -23.3% | -3.1%[12.3 µM]
COc1ccccc1NC(=O)CSc1nncn1-c1ccccc1 | 3.4% | 5.8% | 1.0%
COc1ccc(-n2nc(C(=O)NCC(=O)NCC3CCCO3)c3ccccc3c2=O)cc1Cl (stereo not drawn) | -22.3% | -20.6% | -3.9%
CN(CCc1ccccc1)C(=O)c1ccc(NC(=O)Cc2ccc(NC(=O)C3CCN(C(=O)CCc4ccccc4)CC3)cc2)cc1 | 7.31µM* | 14.6µM* | ·
CCCCc1nc2cc(C(=O)N3CCCCC3CCNC(C)=O)ccc2o1 (stereo not drawn) | ? | ? | 1.7%
Cc1cc(NC(=O)COc2ccc(N(C)S(=O)(=O)c3ccccc3)cc2)no1 | -21.8% | -18.6% | 6.1%
Cn1c(=O)[nH]c(=O)c2c1nc(N1CCCCC1)n2CC(O)COc1ccc([N+](=O)[O-])cc1 (stereo not drawn) | ? | ? | 2.1%
c1ccc(C2=Nn3c(nnc3-c3ccco3)SC2)cc1 | -22.9% | -11.1% | 5.1%
Clc1cccc(Nc2nc(-c3ccncc3)cs2)c1 | ? | ? | 2.8%
COc1ccc(-n2nc(C(=O)NCC(=O)NC(C)C)c3ccccc3c2=O)c(OC)c1 | -18.1% | 19.1% | ·
Cc1ccc(C(=O)N/C(=C\c2ccc(Cl)cc2)C(=O)NCC2CCCO2)cc1 (stereo not drawn) | 12.5% | 0.8% | -2.7%
COc1ccc(C(CNC(=O)c2cccc(S(=O)(=O)Nc3ccccc3OC)c2)N2CCOCC2)cc1 (stereo not drawn) | ? | ? | -0.2%
Cc1ccc(C(=O)OCC(=O)Nc2ccccc2N2CCOCC2)cc1 | ? | ? | 4.4%
COc1cc(C(=O)Nc2ccc(OCC(=O)O)cc2)cc(OC)c1OC | 0.2% | 1.2% | 4.2%
COc1ccccc1NC1=CC(=O)CC(c2ccccc2)C1 (stereo not drawn) | 6.5% | 1.4% | -2.7%
O=C1C2CC=CCC2C(=O)N1Nc1ccccc1 (stereo not drawn) | -7.7% | 13.1% | ·
C=CCn1c(=NC(=O)c2cccs2)sc2cc(NC(C)=O)ccc21 | ? | 13µM* | ·
NC(=O)C1CC(O)CN1c1nc(CN2CCOCC2)nc2scc(-c3ccccc3)c12 (stereo not drawn) | -2.2% | 1.3% | 4.1%
O=C(Nc1ccncc1Cl)c1ccncc1 | 8.8% | -14.4% | 3.9%
CC1CC(C)CN(CCCNC(=O)CCC(=O)N2CC(C)Oc3ccccc32)C1 (stereo not drawn) | -21.4% | -0.3% | ·
Nc1nc(-c2ccccc2)cn1N | ? | ? | 6.8%
Cc1nc2c(-c3ccccc3)c(C)nn2c(C)c1CCC(=O)NCc1cccc(Cl)c1 | -27.8% | -10.5% | 3.5%
Cc1cc(C)c(S(=O)(=O)c2ccccc2C(=O)O)c(C)c1 | 4.0% | 3.0% | -2.0%
CC(C)CNC(=O)CSc1nnc(-c2ccc(Cl)cc2)n1N | -0.5% | 15.7% | 8.8%
O=C(CN1CCCN(Cc2ccc(F)cc2)S1(=O)=O)Nc1ccc2c(c1)OCCO2 | -15.9% | -2.8% | 3.8%
COc1ccc(C(=O)CCC(=O)Nc2cccnc2)c(OC)c1 | -29.8% | ? | 1.6%
COC(=O)C1=C(C)Nc2c(c(=O)n(C)c(=O)n2C)C1c1cccc(O)c1 (stereo not drawn) | 27.9% | 2.3% | 6.8%
O=[N+]([O-])c1ncn(C23CC4CC(CC(C4)C2)C3)n1 | -20.6% | -10.6% | ·
COc1ccc(-c2nsc(NC(=O)COc3ccccc3OC)n2)cc1 | -26.8% | -16.4% | 4.7%
COc1ccc(CCNC(=O)Cc2cccs2)cc1OC | -7.3% | 0.6% | 2.5%
CCN(CC)Cc1c[nH]c2c(C(=O)OC)cccc12 | 1.7% | -3.5% | -5.2%
CCC/C(=N\NC(=O)CNC(=O)/C=C/c1ccco1)c1ccccc1 | -11.9% | -3.7% | 0.0%
O=C(NCCc1ccc(Cl)cc1Cl)C1=CC=CN2CCS(=O)(=O)N=C12 | ? | -19.6% | 1.1%
CCCCC(CC)Cn1c(Oc2ccccc2)nc2c1c(=O)n(C)c(=O)n2C (stereo not drawn) | ? | ? | -7.0%
CC1CC(C)CN(C(=O)c2ccc3c(c2NCCO)C(=O)c2ccccc2C3=O)C1 (stereo not drawn) | 23.1µM* | 29.1µM* | 10.9%
O=C(C(O)c1ccc(Br)cc1)N1CCC(Nc2ccc3[nH]ncc3c2)CC1 (stereo not drawn) | -25.7% | -26.4% | ·
COc1ccc(CCNC(=O)c2nnn(-c3cccc(C)c3)c2N)cc1OC | ? | ? | 2.0%

Of the compounds above, these have fluorine:
SMILES | DT40 TDP1 no CPT | DT40 TDP1 CPT | TDP1 block
CCNC(=S)NS(=O)(=O)c1ccc(F)cc1 | 8.5% | 11.1% | 1.2%
O=C(CN1CCCN(Cc2ccc(F)cc2)S1(=O)=O)Nc1ccc2c(c1)OCCO2 | -15.9% | -2.8% | 3.8%

Next part:
SMILES | DT40 TDP1 no CPT | DT40 TDP1 CPT | TDP1 block
CN(C(=O)COC(=O)C1=COCCO1)C1(C#N)CCCCC1 | 5.1% | -6.8% | -1.5%[56.1 µM]
Cc1nn(C)c(C)c1NC(=O)c1ccc(Cl)cc1 | -17.0% | -17.8% | 1.0%
CC1(C)CC(=O)C(=Cc2cn(CCC#N)nc2-c2ccc(Cl)cc2)C(=O)C1 | -4.6% | ? | -5.5%
CCOC(=O)c1c(NC(=O)COC(=O)c2cccnc2OCC)sc(C(=O)N(CC)CC)c1C | 18.4µM* | ? | -1.0%
Cc1cccc(C)c1NC(=S)N/N=C/c1c(Cl)cccc1Cl | 20.6µM* | ? | 2.7%
O=S(=O)(NCc1ccccc1)c1ccc(S(=O)(=O)N(Cc2cccs2)CC2CCCO2)cc1 (stereo not drawn) | -1.2% | -16.1% | 2.3%
Cc1cccc(N2CCN(C(=O)NCc3noc4ccccc34)CC2)c1C | ? | ? | 5.1%
Cc1cc(C)c2nc(C(F)(F)F)nc(N3CC(C)OC(C)C3)c2c1 (stereo not drawn) | ? | ? | 4.1%
Cc1cc(C)cc(NC(=O)C(C)N2Cc3ccccc3C2=O)c1 (stereo not drawn) | -35.2% | -27.5% | 1.2%
Cc1c(NC(=O)c2nn3c(C(F)(F)F)cc(-c4ccccc4)nc3c2Br)c(=O)n(-c2ccccc2)n1C | ? | -20.3% | -1.1%
CC(=O)c1cccc(NC(=O)C2Cc3c(-c4ccc5c(c4)OCO5)ccnc3O2)c1 (stereo not drawn) | 11.6µM* | 13µM* | ·
COc1ccc(NC(=O)c2ccccc2CC[N+](=O)[O-])cc1 | 1.1% | 2.5% | 0.5%
COc1ccc(CNC(=O)CN(C)S(=O)(=O)c2ccc3[nH]c4c(c3c2)CCCC4)cc1 | ? | ? | 0.0%
COc1ccccc1-c1cc(C(F)(F)F)nc(S(=O)(=O)CCCC(=O)Nc2cc(Br)ccc2O)n1 | -18.7% | -16.1% | 8.8%
O=c1cc(O)nc(SC23CC4CC(CC(C4)C2)C3)[nH]1 | 8.7% | 4.4% | -3.2%
Cc1c(CC(=O)NCCC(C)C)c(=O)oc2cc3c(cc12)CCC(C)(C)O3 | 20.6µM* | -12.7% | ·
O=C(Nc1ccccc1N1CCN(c2ccc(F)cc2)CC1)c1ccccc1 | 18.4µM* | 23.1µM* | -7.0%
COc1ccc(/C=N/Nc2nc(=O)[nH]nc2C)cc1OC | 2.8% | -20.2% | 7.0%
ON=C1CCCCCCCC1 | 9.7% | -27.0% | ·
Cc1cc(C(=O)N/N=C/c2cccc([N+](=O)[O-])c2)c(C)n1-c1ccccc1 | 23.1µM* | ? | 2.7%
CC(=O)N1CCCC1(C(=O)O)c1ccccc1 (stereo not drawn) | -11.6% | -5.0% | 1.4%
OCCNc1nnc(-c2ccccc2)c(-c2ccccc2)n1 | ? | ? | ·
CCN(CC)CCCNC(=O)c1c(C)oc2ncnc(N3CCOCC3)c12 | 4.8% | 7.9% | -5.3%
CCCCC#Cc1ccc(C(=O)NNC(=O)Nc2ccccc2)o1 | -2.8% | -0.4% | -13.7%
CCNc1nc(NCC)nc(N/N=C/c2ccc(N(C)C)cc2)n1 | ? | ? | 5.1%
N#Cc1ccsc1NC(=O)COC(=O)c1cc(Br)ccc1O | -7.5% | 0.8% | 8.2%
Cc1noc(C)c1C(=O)NCC1COc2ccccc2O1 (stereo not drawn) | 0.1% | -23.6% | 1.3%[56.1 µM]
COc1cc(C=O)ccc1OCC(=O)Nc1ccccc1N1CCOCC1 | ? | ? | 2.8%

The order is random. Share with any hit: about 18%.
